# Screening results from PubChem BioAssay.
# PREPL inh = PREPL enzyme inhibitors, primary screen, biochemical, fluorescence polarization; Prolyl endopeptidase-like (Homo sapiens), Q4J6C6; recombinant PREPL, fluorescence polarization activity-based probe; inhibition, % at 5.96 µM; 0.68% of 320,000 active; in the data active means inhibition above about 43%;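 further: 0% = enzyme with DMSO and 100% = wells lacking enzyme; many of its hits are not listed in these tables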
# Target sequence (Q4J6C6 whole entry, looked up): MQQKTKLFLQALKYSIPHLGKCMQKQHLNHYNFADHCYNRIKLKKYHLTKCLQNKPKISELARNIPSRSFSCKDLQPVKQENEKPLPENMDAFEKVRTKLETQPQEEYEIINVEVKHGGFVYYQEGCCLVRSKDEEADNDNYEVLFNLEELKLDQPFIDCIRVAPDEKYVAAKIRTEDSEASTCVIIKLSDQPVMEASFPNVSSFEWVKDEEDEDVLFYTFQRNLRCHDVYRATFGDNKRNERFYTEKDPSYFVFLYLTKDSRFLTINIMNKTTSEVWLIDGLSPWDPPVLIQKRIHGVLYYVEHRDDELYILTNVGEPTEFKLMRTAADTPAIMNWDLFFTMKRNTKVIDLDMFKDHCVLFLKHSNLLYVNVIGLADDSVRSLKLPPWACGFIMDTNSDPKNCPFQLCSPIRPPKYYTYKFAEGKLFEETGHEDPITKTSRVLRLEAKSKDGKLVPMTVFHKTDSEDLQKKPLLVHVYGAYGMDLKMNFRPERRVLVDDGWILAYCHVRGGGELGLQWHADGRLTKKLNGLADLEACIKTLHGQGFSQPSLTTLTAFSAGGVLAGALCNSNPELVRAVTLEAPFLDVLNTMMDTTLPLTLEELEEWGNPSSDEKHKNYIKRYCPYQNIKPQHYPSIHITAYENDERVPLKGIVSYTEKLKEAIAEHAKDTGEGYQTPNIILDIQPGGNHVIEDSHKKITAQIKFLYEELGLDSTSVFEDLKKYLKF
# PAFAH1B2 inh = PAFAH1B2 enzyme inhibitors, primary screen, biochemical, fluorescence polarization, human. Platelet-activating factor acetylhydrolase IB subunit alpha2 (Homo sapiens), P68402. recombinant PAFAH1B2, FP-rhodamine activity probe. inhibition, % at 3.39 µM. 1.2% of 340,000 active;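 active means inhibition above the mean of all tested compounds plus 3 SD, cut at about 24% in these data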;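 further: 0% = enzyme with DMSO and 100% = wells lacking PAFAH1B2; many of its hits are not listed in these tables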
# PAFAH1B3 inh = PAFAH1B3 enzyme inhibitors, primary screen, biochemical, fluorescence polarization, human. AID 492972, 2010. Platelet-activating factor acetylhydrolase IB subunit alpha1 (Homo sapiens), Q15102. 0.28% of 340,000 active. inhibition, % at 3.39 µM. recombinant PAFAH1B3, FP-rhodamine probe;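 active means inhibition above the screen-wide average of all tested compounds plus 3 SD, cut at about 25% in these data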;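 further: 0% = enzyme with DMSO only and 100% = wells lacking PAFAH1B3 protein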
# PAFAH2 inh = PAFAH2 enzyme inhibitors, primary screen, biochemical, fluorescence polarization, human | Platelet-activating factor acetylhydrolase 2, cytoplasmic (Homo sapiens), Q99487 | recombinant PAFAH2, FP-rhodamine activity probe | inhibition, % at 3.39 µM | 0.99% of 340,000 active | AID 492956, 2010;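 active means inhibition above the mean over all tested compounds plus 3 SD, cut at about 30% in these data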;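 further: inhibitors block probe labeling of enzyme so polarization drops; 0% = enzyme with DMSO and 100% = wells lacking PAFAH2 protein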
# LYPLA1 counter = LYPLA1 inhibitors, primary screen, counter-screen for PME1 inhibitor project, biochemical, fluorescence polarization, FP-Rh probe ABPP; Acyl-protein thioesterase 1 (Homo sapiens), O75608; recombinant LYPLA1; inhibition, % at 5.9 µM; 0.16% of 320,000 active; AID 2174, 2009;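 active means inhibition above the mean of all tested compounds plus 3 SD, set per campaign, cut at about 14% in these data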;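 further: inhibitors block serine hydrolase probe labeling of LYPLA1 so polarization falls; 0% = enzyme with DMSO and 100% = wells lacking LYPLA1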
# pPAFAH FP inh = pPAFAH enzyme inhibitors, primary screen, biochemical, fluorescence polarization, human; inhibition, % at 3.39 µM; AID 463082, 2010; recombinant pPAFAH, FP-rhodamine probe fluorescence polarization; 1.5% of 330,000 active;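 active means inhibition above the mean inhibition across the screen plus 3 SD, cut at about 25% in these data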;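 further: inhibitors block binding of the rhodamine activity-based probe so polarization drops; 0% = enzyme with DMSO and 100% = wells lacking pPAFAH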
# LYPLA2 inh = LYPLA2 inhibitors, primary screen, counter-screen for PME1 inhibitor project, biochemical, fluorescence polarization, FP-Rh probe ABPP | recombinant LYPLA2 | 0.38% of 320,000 active | AID 2177, 2009 | Acyl-protein thioesterase 2 (Homo sapiens), O95372 | inhibition, % at 5.9 µM;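 active means inhibition above the screen-wide mean plus 3 SD, limit set per campaign, cut at about 26% in these data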;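 further: 0% = LYPLA2 with DMSO and 100% = wells lacking LYPLA2 enzyme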
# Target sequence (O95372 whole entry, looked up): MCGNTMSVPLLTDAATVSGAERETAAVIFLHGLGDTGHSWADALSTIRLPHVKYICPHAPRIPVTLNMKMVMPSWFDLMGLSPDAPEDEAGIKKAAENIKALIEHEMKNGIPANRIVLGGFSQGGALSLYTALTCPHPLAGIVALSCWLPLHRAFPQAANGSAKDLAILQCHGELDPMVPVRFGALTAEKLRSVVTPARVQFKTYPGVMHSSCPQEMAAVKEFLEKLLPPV
# ZTA DNA inh = blocks Epstein-Barr virus ZTA, an EBNA-1 counter-screen. ZTA-DNA binding, fluorescence polarization. inhibition, % at 11 µM. 0.15% of 320,000 active; in the data active means inhibition above about 33%
# EBNA-1 inh = EBNA-1 DNA-binding inhibitors, primary screen, biochemical, fluorescence polarization; inhibition, % at 14.8 µM; 0.34% of 300,000 active; in the data active means inhibition above about 28%
# * hit, by the source's call; . = no result given.
Compound	PREPL inh	PAFAH1B2 inh	PAFAH1B3 inh	PAFAH2 inh	LYPLA1 counter	pPAFAH FP inh	LYPLA2 inh	ZTA DNA inh	EBNA-1 inh
CCOC(=O)CCc1c(C)c2ccc(OCc3cc([N+](=O)[O-])ccc3OC)c(C)c2oc1=O	-11	.	.	.	-1	1	1	-19	-9
c1ccc(-c2cc(-c3nc4ccccc4[nH]3)c3ccccc3n2)cc1	-5	-21	-18	-75	-40	-31	-67	5	-2
CC(=O)N1CCc2c(sc(NC(=O)Cc3ccc(C)cc3C)c2C#N)C1	8	6	4	3	-2	5	-4	-13	20
Cc1ccccc1NC(=O)Cn1cnc2c(oc3nc4c(cc32)COC(C)(C)C4)c1=O	-12	-1	3	-3	2	7	7	-17	0
Cc1ccc(NC(=O)CCSc2nnc(C)o2)cc1	-13	2	11	-7	1	2	23	-5	6
CC(C)c1nnc(NC(=O)COC(=O)/C=C/c2ccc([N+](=O)[O-])cc2)s1	2	0	9	-1	0	5	-2	11	1
S=C(NC1CCCC1)NC1CCCC1	3	4	3	4	-6	0	-1	-5	-2
O=C(COC(=O)c1cc(Cl)ccc1O)Nc1ccc2c(c1)OCCO2	-1	-4	3	7	-7	2	-8	2	.
COc1ccccc1Cn1c(=S)[nH]c2ccccc2c1=O	13	1	8	-1	-4	-8	0	-7	-4
Nc1c(C(=O)NCc2ccccc2)sc2nc(N3CCOCC3)c3c(c12)CCCC3	25	4	-9	6	-2	27*	-1	2	12
O=C(N/N=C/c1cc([N+](=O)[O-])ccc1O)c1cc(-c2ccccc2)nc2ccccc12	8	2	9	11	1	6	1	7	-11
O=C(c1cccs1)c1ccc(-c2cccs2)s1	-14	2	8	-8	-8	5	-3	-1	-7
CCN1CCSc2ccc(C(=O)Nc3ccc(NC(C)=O)cc3)cc21	2	3	-9	4	2	7	-1	-2	1
Cc1ccc(CNC(=O)C(=O)NCC(c2ccco2)N2CCOCC2)cc1 (stereo not given)	2	0	8	0	0	3	-3	-10	4
Cc1cc(C)nc(N2CCC(C(=O)NCc3ccccc3)CC2)n1	8	5	8	1	2	8	3	0	7
CC(C)C(=O)Nc1ccc([N+](=O)[O-])cc1Br	-2	3	-1	-8	-4	2	-9	7	-1
COc1ccc(/C=N/NC(=O)c2ccc(CN3c4cccc5cccc(c45)S3(=O)=O)cc2)cc1	-9	-36	-45	-54	-39	-5	-59	6	8
O=C(c1ccco1)N1CCCC(c2nc3c(nnn3Cc3cccc(Cl)c3)c(=O)[nH]2)C1 (stereo not given)	-5	0	8	-8	-1	0	-2	-8	2
O=C(CCCN1C(=O)/C(=C\c2ccccc2)SC1=S)N1CCOCC1	34	3	4	-3	.	3	.	.	.
CN(C)CC1CCCCC1OC(=O)c1ccc(Br)cc1 (stereo not given)	-19	1	9	2	1	-1	3	-7	-8
CS(=O)(=O)Nc1cccc(C2=NN(C(=O)c3ccc(F)cc3)C(c3cccs3)C2)c1 (stereo not given)	-10	3	7	6	4	8	-4	-4	8
O=C(CSc1nccc(=O)[nH]1)c1c[nH]c2ccccc12	-7	-2	4	3	2	0	3	8	6
O=C(CCCc1nc(-c2ccc(Cl)cc2)no1)NCC1CCCO1 (stereo not given)	2	0	7	-4	0	2	-6	-3	3
CC(=O)Nc1ccccc1NS(=O)(=O)c1ccccc1[N+](=O)[O-]	1	-1	-1	-5	-3	2	1	12	12
O=[N+]1C2=C(CCCC2)N([O-])C12CCCC2	4	5	12	3	-1	-4	1	12	0
O=C(/C=C/c1ccc(Cl)cc1)N(c1ccccn1)C1CCCCC1	1	0	6	0	-5	3	-6	7	-3
CCc1nn(-c2ccccc2)c(N)c1-c1ccc(OC)c(OC)c1	2	0	-6	4	5	5	8	-19	-5
CC(=O)N(c1ccc2oc(=O)sc2c1)S(=O)(=O)c1ccc(C)cc1	16	15	-3	14	-5	6	-5	11	-4
CN(C)S(=O)(=O)c1ccc(Cl)c(NC(=O)CSc2nc3c(cc2C#N)C(=O)CC(C)(C)C3)c1	7	4	5	-9	-4	4	-6	0	-3
O=c1[nH]c2c(s1)C(c1ccc(O)cc1)C1C3CCC(C3)C1S2 (stereo not given)	6	27*	6	-2	-2	10	-1	-6	14
Cn1nc(C(=O)OCC(=O)c2ccccc2)c2ccccc2c1=O	4	5	16	3	.	0	.	.	.
COc1ccc(/C=N/NC(=O)c2cccc(C(F)(F)F)c2)cc1	-5	5	-1	0	-2	-2	1	2	6
Cc1cccc(N(Cc2ccc(Cl)cc2)S(C)(=O)=O)c1	5	9	7	1	0	-5	-3	-2	-23
O=C(NCCCCc1ccccc1)C12CN(Cc3ccccc3)CC1C(c1cccc([N+](=O)[O-])c1)=NO2 (stereo not given)	22	4	-5	-2	-2	1	3	7	8
CC(=O)n1cc(/C=N/NC(=O)c2sc(C)nc2C)c2ccccc21	9	7	6	13	0	0	5	2	1
O=C1C(=O)N(CCS(=O)(=O)c2ccccc2)c2ccc(Cl)cc21	-2	3	18	18	1	3	7	-15	8
CCc1nnc(NC(=O)c2ccc(-c3ccccc3Cl)o2)s1	4	1	4	11	-6	7	3	7	16
C=CCN1C(=O)C(=O)N(CC(=O)NCC(=O)Nc2ccc(F)c(F)c2F)C1=O	3	2	-2	2	.	2	.	.	.
Cc1ccnc(NC(=O)Nc2ccc(Br)cc2Cl)c1	8	0	5	0	1	-1	-4	13	7
CN(C(=O)c1ccc(NC(=O)C2CCCN(C(=O)OC(C)(C)C)C2)cc1)C1CCC1 (stereo not given)	9	-2	2	0	.	3	.	.	.

# Part of the list above, with two lines to a compound:
# Fields: PREPL inh	PAFAH1B2 inh	PAFAH1B3 inh	PAFAH2 inh	LYPLA1 counter	pPAFAH FP inh	LYPLA2 inh	ZTA DNA inh	EBNA-1 inh
CCc1nn(-c2ccccc2)c(N)c1-c1ccc(OC)c(OC)c1
  2	0	-6	4	5	5	8	-19	-5
CC(=O)N(c1ccc2oc(=O)sc2c1)S(=O)(=O)c1ccc(C)cc1
  16	15	-3	14	-5	6	-5	11	-4
CN(C)S(=O)(=O)c1ccc(Cl)c(NC(=O)CSc2nc3c(cc2C#N)C(=O)CC(C)(C)C3)c1
  7	4	5	-9	-4	4	-6	0	-3
O=c1[nH]c2c(s1)C(c1ccc(O)cc1)C1C3CCC(C3)C1S2 (stereo not given)
  6	27*	6	-2	-2	10	-1	-6	14
Cn1nc(C(=O)OCC(=O)c2ccccc2)c2ccccc2c1=O
  4	5	16	3	.	0	.	.	.
COc1ccc(/C=N/NC(=O)c2cccc(C(F)(F)F)c2)cc1
  -5	5	-1	0	-2	-2	1	2	6
Cc1cccc(N(Cc2ccc(Cl)cc2)S(C)(=O)=O)c1
  5	9	7	1	0	-5	-3	-2	-23
O=C(NCCCCc1ccccc1)C12CN(Cc3ccccc3)CC1C(c1cccc([N+](=O)[O-])c1)=NO2 (stereo not given)
  22	4	-5	-2	-2	1	3	7	8
CC(=O)n1cc(/C=N/NC(=O)c2sc(C)nc2C)c2ccccc21
  9	7	6	13	0	0	5	2	1
O=C1C(=O)N(CCS(=O)(=O)c2ccccc2)c2ccc(Cl)cc21
  -2	3	18	18	1	3	7	-15	8
CCc1nnc(NC(=O)c2ccc(-c3ccccc3Cl)o2)s1
  4	1	4	11	-6	7	3	7	16
C=CCN1C(=O)C(=O)N(CC(=O)NCC(=O)Nc2ccc(F)c(F)c2F)C1=O
  3	2	-2	2	.	2	.	.	.
Cc1ccnc(NC(=O)Nc2ccc(Br)cc2Cl)c1
  8	0	5	0	1	-1	-4	13	7
CN(C(=O)c1ccc(NC(=O)C2CCCN(C(=O)OC(C)(C)C)C2)cc1)C1CCC1 (stereo not given)
  9	-2	2	0	.	3	.	.	.

# The list continues.
Compound	PREPL inh	PAFAH1B2 inh	PAFAH1B3 inh	PAFAH2 inh	LYPLA1 counter	pPAFAH FP inh	LYPLA2 inh	ZTA DNA inh	EBNA-1 inh
CCOc1ccc(NC(=O)C2C(C(=O)O)C3(Cl)C(Cl)=C(Cl)C2(Cl)C3(Cl)Cl)cc1 (stereo not given)	-5	.	.	.	2	8	2	11	-1
COc1ccc(Cl)cc1NC(=O)CSc1ncnc2c1oc1ccccc12	2	4	-6	-8	2	2	5	-22	10
COc1ccc2[nH]c(O)c(N=NC(=O)Cc3cccs3)c2c1	20	14	13	12	-1	25*	-4	6	-1
NC(N)=NC1=NC(=O)C(Cc2ccccc2Cl)S1 (stereo not given)	16	1	15	7	3	4	2	-15	0
Cc1nn(CC(=O)Nc2ccccc2C(F)(F)F)c(=O)c2cccn12	19	0	11	0	-7	2	0	6	-26
C=CC[C@@H](Cc1ccc(F)cc1)C(=O)OC[C@@H]1CCCN1C(=O)[C@@H](CC=C)CC(=O)N[C@@H](CO)Cc1ccccc1	26	10	-5	0	.	1	.	.	.
COc1ccc(CCNC(=O)C(=O)NN=C2CCCCCCC2)cc1OC	12	7	1	-1	0	-7	-6	-2	-10
NC(=O)c1ccccc1N=Cc1ccccn1	-1	7	-1	-8	2	4	4	10	9
COc1ccc2cc(C3=CC(=O)C[C@H](c4ccc5c(c4)OCO5)C3)ccc2c1	-25	1	0	5	-3	2	-1	-23	.
C/C(=N/NS(=O)(=O)c1cccc([N+](=O)[O-])c1)c1c[nH]c2ccccc12	-2	2	17	7	3	0	5	15	3
CCn1cc(C(=O)OCC(=O)c2cc(C)n(-c3ccc(OC(F)F)cc3)c2C)c(=O)c2ccc(C)nc21	18	5	3	8	-2	5	3	-34	0
CCOc1cc(/C=C2\SC(=S)N(NS(=O)(=O)c3ccc(C)cc3)C2=O)ccc1O	-120	-68	-111	-144	-75	-50	-134	12	3
Cc1cc(C(=O)O)c2ccccc2n1	5	-6	2	-6	5	3	6	7	-6
CCOc1ccccc1NC(=O)C(OC(=O)c1ccc(CC)cc1)c1ccccc1 (stereo not given)	-6	3	9	0	-3	3	-4	9	5
Cc1ccccc1NC(=O)CSc1nnc(CNC(=O)c2ccco2)n1C	-2	5	4	1	1	-1	1	-7	-17
CCc1noc(C)c1C(=O)OC(C)C(=O)Nc1ccc(Cl)cn1 (stereo not given)	-2	1	9	2	4	-4	5	-4	.
Cc1ccc(-c2nc3ccc(Cl)cc3n2OC(C)C(=O)O)cc1 (stereo not given)	12	0	4	-3	2	-2	1	-10	-11
O=C(CCNC(=O)c1ccc([N+](=O)[O-])cc1)Nc1ccc(N2CCOCC2)cc1N1CCOCC1	4	1	2	7	2	1	-2	-20	-8
O=C(O)CCSc1nnc(SCC(=O)NCC(F)(F)F)s1	2	6	11	6	-2	3	-5	4	0

# Only part of the results is shown; count on the stated rates, not on these rows.
